# Source: PubChem BioAssay
# 14-3-3 PPI = modulators of human 14-3-3 gamma - Raf peptide interaction; hit rate 0.19% among 160,000; FP, 14-3-3gamma / TMR-pS259-Raf peptide binding; P61981; AID 422; inhibition, % at 40 µM; in the data active = inhibition above about 30%;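 note: 0% = protein plus tracer without compound and 100% = blank with tracer alone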
# Target sequence (P61981 whole entry, looked up): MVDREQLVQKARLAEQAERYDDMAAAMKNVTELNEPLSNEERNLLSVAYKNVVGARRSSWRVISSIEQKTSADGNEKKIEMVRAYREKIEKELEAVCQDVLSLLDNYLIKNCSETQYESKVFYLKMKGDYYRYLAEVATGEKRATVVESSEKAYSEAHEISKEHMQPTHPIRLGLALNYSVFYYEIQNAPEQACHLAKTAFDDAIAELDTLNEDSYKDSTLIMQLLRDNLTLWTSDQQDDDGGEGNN
# * marks the source's active call; other numbers are inactive results; & = joins results of further samples. An excerpt; count on the stated rates, not on these rows.
14-3-3 PPI	SMILES
-4&-11	O=C(NCc1ccco1)c1cc(-c2ccc(F)cc2)on1
-2	CC(C)OCCCNC(=O)C1CC(=O)N(C2CCCCCCC2)C1 (stereo not given)
4	COc1cc2[nH]c(=O)n(CCC(=O)NCc3cccnc3)c(=O)c2cc1OC
0	COc1cccc(CNC(=O)C2CCN(S(=O)(=O)N3CCCCC3)CC2)c1
-7	O=C(O)CCCN1C(=O)C(=O)/C(=C(/O)c2ccccc2)C1c1cccc([N+](=O)[O-])c1 (stereo not given)
-3	COc1ccc(NC(=O)c2cc3nc(-c4ccc(Cl)cc4)cc(C(F)(F)F)n3n2)c(OC)c1
2	CC(C)CC1(C)NC(=O)N(CCN2C(=O)c3ccccc3C2=O)C1=O (stereo not given)
-2	COCCCNC(=O)c1ccc(CS(=O)(=O)c2ccc(Br)cc2)o1
12	CCCOc1ccc(C2C(C(=O)OC(C)C)=C(C)NC3=C2C(=O)CC(c2ccc(Cl)cc2)C3)cc1OC (stereo not given)
-9	CCCOC(=O)c1ccc2c(c1)C(=O)N(c1ccccc1)C2=O
5	O=C(NCCSCc1ccccc1)c1ccc(N2CC3CC(C2)c2cccc(=O)n2C3)c([N+](=O)[O-])c1 (stereo not given)
-9	O=C(COc1ccc(-c2ccccc2)cc1)NCc1ccco1
-6	O=C(CSc1nnc(CNC(=O)c2ccccc2F)o1)Nc1ccc2c(c1)OCCO2
1	Cc1cc(Nc2ccc(F)c(Cl)c2)n2nc(C)nc2n1
-2	CCCc1cc(N2CCCC(C(=O)NCC)C2)n2ncnc2n1 (stereo not given)
4	CC(C)(C)c1ccc(Oc2ccc(N3C(=O)C4CC=CCC4C3=O)cc2)cc1 (stereo not given)
0	CCOC(=O)c1c(NC(=O)c2cc(Cl)ccc2[N+](=O)[O-])sc2c1CCC2
-12	Cc1cc(NC(=O)C2CCN(S(=O)(=O)c3cccc4nsnc34)CC2)ccc1Br
-6	COC(=O)c1ccc(Cn2c(CN3CCOCC3)nc3ccccc3c2=O)o1
-8	COc1cccc(NS(=O)(=O)c2cccc(C(=O)Nc3ccc([N+](=O)[O-])cc3)c2)c1
-77	CCOc1ccc(C(=O)Nc2ccc3oc(-c4ccc(F)cc4)nc3c2)cc1Cl
-4	Cc1cccc(-n2c(SCC(=O)N3CCCC3)nnc2-c2ccccn2)c1C
-12	Cc1cccn2c(=O)c3cc(C(=O)NCC4CCCO4)sc3nc12 (stereo not given)
-8	COc1ccccc1-n1cc(-c2ccc([N+](=O)[O-])cc2)[nH]c1=S
-7	CCn1cc(C(=O)N2CC(C)CC(C)C2)c(=O)c2cc(S(=O)(=O)N(C)C)ccc21 (stereo not given)
-22	Cc1ccc2cc(C(c3nnnn3CC3CCCO3)N3CCCC4(CCCCC4)C3)c(=O)[nH]c2c1 (stereo not given)
1	COCCn1cc(C(=O)NCC2COc3ccccc3O2)c2c3ccccc3n(C)c2c1=O (stereo not given)
-1	Cc1cccc(-c2noc(C34CC5CC(CC(C5)C3)C4)n2)c1
6	CCn1c(=O)c(-[n+]2ccccc2)c(O)c2ccccc21
4	CCCc1cc(=O)[nH]c(SCC(=O)N(CC(C)C)C2CCS(=O)(=O)C2)n1 (stereo not given)
-5	CC(=O)Nc1sc2c(c1C#N)CC(C)(C)NC2(C)C
11	O=C(Nc1cc(C(F)(F)F)ccc1Cl)c1cc(S(=O)(=O)NCc2ccc3c(c2)OCO3)ccc1F
4	CCc1ccc2[nH]c(=O)c(CN(CCN3CCOCC3)C(=O)Nc3ccccc3F)cc2c1
-33	CNC(=O)c1cc2c(=O)n3ccccc3nc2n(CC2CCCO2)c1=N (stereo not given)
1	COCCN(C(=O)Nc1ccccc1)c1ccccc1C
-7	CCc1nc(Nc2ccncc2)c2oc3ccccc3c2n1
-23	N=C1SCC(=O)N1c1nonc1N
0	O=C(NCCCNCc1ccccc1)c1ccncc1
0	Cn1cccc1Cc1nnc(SCC(=O)N2CCCCCC2)n1-c1ccc(F)cc1
3	Cc1cccc(N(C)c2cc(C)nc3nc(C)nn23)c1
9	CCOC(=O)CS(=O)(=O)c1ccc(C(=O)N2CCN(Cc3ccc4c(c3)OCO4)CC2)cc1[N+](=O)[O-]
-1	CCCCNC(=O)CCN1C(=O)COc2ccccc21
-3	O=C(O)c1ccc(OC(F)(F)C(F)C(F)(F)F)cc1 (stereo not given)
-2	Cc1cc2cc(CN(C(=O)C3CC3)C3CCCC3)c3nnnn3c2cc1C
0	CC(CCc1ccccc1)NC(=O)C1CCC(Cn2c(=S)[nH]c3ccccc3c2=O)CC1 (stereo not given)
-1	CCCS(=O)(=O)N1CCN(C(=O)COc2ccc(-c3ccccc3)cc2)CC1
-8	CC(=O)NCCn1c(SCC(=O)Nc2cc(C)on2)nc2ccccc2c1=O
15	COc1ccc(C(=O)Nc2ccc(S(=O)(=O)N3CCN(c4ccccc4)CC3)cc2)cc1OC
1	CC(=O)OCN(C#N)c1nc(N(C)C)nc(N(C)C)n1
-4	Cc1ccccc1OCC(=O)Nc1ccccc1CO
-4	COc1cc(C(C#N)N2CCCCC2)ccc1O (stereo not given)
-5	CC1(C)c2ssc(=S)c2-c2ccccc2N1C(=O)c1ccco1
3	O=C(Cc1ccccc1)Nc1ccc(NC(=O)c2ccco2)nc1
2	Cc1c(C(=O)O)oc2c3c(ccc12)OCCO3
-12	COc1ccc(C(=O)CC(=O)C(=O)NCCc2ccc(Cl)cc2)cc1
-6	CCCNC(=O)C1CCN(c2nc3ccc(CC)cc3s2)CC1
-6	COc1ccc(-n2cc(-c3ccccc3)nc2SCC(=O)Nc2ccccc2C)cc1
0	Cc1ccc(C2C3=C(CC(c4cccc(Br)c4)CC3=O)Nc3ccccc3N2C(=O)CCC(=O)O)cc1 (stereo not given)
-1	O=C(NCC1CCCO1)c1ccc(CS(=O)(=O)Cc2ccccc2Cl)o1 (stereo not given)
-2	CC1=C(C(=O)Nc2ccccc2)C(c2ccccc2)NC(=O)N1 (stereo not given)

# (more compounds)
14-3-3 PPI	SMILES
2	CSc1ccccc1NC(=O)c1cccs1
-3	COc1ncnc2c1N[C@@](C)(O)c1c(F)c(F)c(F)c(F)c1S2
4	CC1CCCCC1NC(=O)CCc1cn(C)c2ccccc12 (stereo not given)
-6	CC(CCc1ccccc1)NC(=O)CC(C)(C)CC1=NS(=O)(=O)c2ccccc2N1 (stereo not given)
3	CC1(C)Cc2c(sc3nc(SCC(=O)c4ccccc4)n(CCc4ccccc4)c(=O)c23)CO1
-9	Cc1cccn2c(=O)c3cc(C(N)=S)c(=N)n(CCCOC(C)C)c3nc12
-2	CC(=O)Nc1ccc(NC(=O)CSc2nccn2Cc2ccccc2)cc1
0	COC(=O)c1ccccc1N1C(=S)NC(C)(C)C=C1C
-4	Cc1oc(-c2ccc(Cl)cc2)nc1CN1CCC(C(=O)N2CCc3ccccc3C2)CC1
-1	CCOc1ccc(CCNC(=O)c2cccs2)cc1OCC
-2	Cc1ccc(C2CC(c3ccccc3Cl)n3nc(N)nc3N2)cc1 (stereo not given)
4	COc1ccccc1NC(=O)Nc1ccnn1Cc1cccs1
0	NC(=O)CSc1nc2c(c(=O)n1-c1ccccc1)C1(CCCC1)Cc1ccccc1-2
-8	O=C(c1ccc(F)cc1)N1CCc2ccccc21
4	CCn1cc(C(=O)N2CCN(Cc3ccc4c(c3)OCO4)CC2)c2cc(OC)c(OC)cc2c1=O
-6	CCOC(=O)c1cnc2cc(Cl)c(OC)cc2c1Nc1ccc(F)cc1
-17	CCOC(=O)c1cc2c(=O)n3ccccc3nc2n(C)c1=NC(=O)c1ccccc1F
-3	CC1(C)CC(=O)C2=C(C1)OC1=C(C(=O)CC(C)(C)C1)C2c1ccc(Cl)cc1
-10	Cc1nc2cc(C(=O)O)ccc2n1-c1ccc(F)cc1F
-4	COc1cc(OC)cc(C(=O)Nc2cc3nn(-c4ccc(C)cc4)nc3cc2C)c1

# Arranged by molar mass (highest first): some entries from above
14-3-3 PPI	SMILES
3	CC1(C)Cc2c(sc3nc(SCC(=O)c4ccccc4)n(CCc4ccccc4)c(=O)c23)CO1
4	CCn1cc(C(=O)N2CCN(Cc3ccc4c(c3)OCO4)CC2)c2cc(OC)c(OC)cc2c1=O
-4	Cc1oc(-c2ccc(Cl)cc2)nc1CN1CCC(C(=O)N2CCc3ccccc3C2)CC1
-17	CCOC(=O)c1cc2c(=O)n3ccccc3nc2n(C)c1=NC(=O)c1ccccc1F
0	NC(=O)CSc1nc2c(c(=O)n1-c1ccccc1)C1(CCCC1)Cc1ccccc1-2
-3	CC1(C)CC(=O)C2=C(C1)OC1=C(C(=O)CC(C)(C)C1)C2c1ccc(Cl)cc1
-2	CC(=O)Nc1ccc(NC(=O)CSc2nccn2Cc2ccccc2)cc1
-6	CCOC(=O)c1cnc2cc(Cl)c(OC)cc2c1Nc1ccc(F)cc1
-3	COc1ncnc2c1N[C@@](C)(O)c1c(F)c(F)c(F)c(F)c1S2
-2	Cc1ccc(C2CC(c3ccccc3Cl)n3nc(N)nc3N2)cc1 (stereo not given)
-1	CCOc1ccc(CCNC(=O)c2cccs2)cc1OCC
0	COC(=O)c1ccccc1N1C(=S)NC(C)(C)C=C1C
-10	Cc1nc2cc(C(=O)O)ccc2n1-c1ccc(F)cc1F
2	CSc1ccccc1NC(=O)c1cccs1
-8	O=C(c1ccc(F)cc1)N1CCc2ccccc21

# Later entries
14-3-3 PPI	SMILES
-16	CCN1C(=O)c2cccc3c(S(=O)(=O)Nc4ccccc4F)ccc1c23
-4	COc1cccc2cc(C(=O)Nc3cc(C(F)(F)F)ccc3Cl)c(=O)oc12
1	COCP(=O)(c1ccccc1)c1ccccc1
18	CCCCCCSc1nnc2c(n1)OC(c1ccccn1)Nc1ccccc1-2 (stereo not given)
-11	O=C(NCc1nc2ccccc2[nH]1)c1ccc(Cl)c(S(=O)(=O)N2CCCC2)c1
-2	CCn1c(C)c(CCC(=O)O)c(=O)n2nc(-c3ccccc3OC)cc12
6	CCOC(=O)COc1ccc(-c2nnc(-c3ccccc3)o2)cc1
-3	COc1cc(C2C3=C(CC(C)(C)CC3=O)OC3=C2C(=O)CC(C)(C)C3)ccc1OCc1ccc(F)cc1
-31	N#C/C(=C\c1ccc(O)c(O)c1)C(=O)c1ccc(O)c(O)c1
-2	Cc1ccc2nc(SCC(=O)Nc3cc(C)on3)[nH]c2c1
-1	CC1CCCCN1CCN1C(=O)C2C(C(=O)Nc3ccc(Br)cc3)C3C=CC2(O3)C1C(=O)NC1CCCCC1 (stereo not given)
-5	CN(CCOc1ccc(Cl)cc1)c1ccc(S(=O)(=O)N2CCCCC2)cn1
-40	COc1ccc(N=c2oc3cc(OC(C)=O)ccc3cc2C(=O)NC(C)=O)cc1
2	COc1cccc(CCNc2ccc(N3C(=O)C4CCC(C)CC4C3=O)cc2[N+](=O)[O-])c1 (stereo not given)
-4	CCC1=[N+]([O-])C(C)(/C(C)=N\O)N(O)C1(C)C (stereo not given)
-59	O=C(NCc1ccccc1)c1c(N=Cc2cccc([N+](=O)[O-])c2)sc2c1CCCC2
-7	CN(c1ccc(C(=O)NCCc2ccccc2)cc1)S(=O)(=O)c1ccccc1
-36	O=C(Nc1ccc(Cl)cn1)c1ccc(-c2ccc(Cl)cc2)o1
-22	Clc1ccc2nc(-c3ccco3)c(Nc3ccccc3)n2c1
-11	Cc1cc(C)c(NC(=O)CSc2nccn2-c2cccc(Cl)c2)c(C)c1

# Reprinted from the part before: two entries; new compounds follow.
14-3-3 PPI	SMILES
-22	Clc1ccc2nc(-c3ccco3)c(Nc3ccccc3)n2c1
-11	Cc1cc(C)c(NC(=O)CSc2nccn2-c2cccc(Cl)c2)c(C)c1
-82	Cc1cc(C)c2oc(-c3cccc(NC(=O)c4ccc(Br)o4)c3C)nc2c1
-2	Cc1ccc(NC(=O)c2cc(S(=O)(=O)NCCC3=CCCCC3)ccc2F)cc1C
-24	O=C(Nc1ccc2oc(Cc3ccc(Cl)cc3)nc2c1)c1cccc([N+](=O)[O-])c1
-1	CCN(CC)CCNC(=O)CS(=O)Cc1nc(-c2ccc(Cl)cc2)oc1C (stereo not given)
-12	CCNC(=O)NC(=O)COC(=O)CCCSc1nc2ccccc2[nH]1
-6	COc1cc(CC(=O)O)c(C(C)=O)cc1OC
-5	O=C(NCc1cccnc1)c1cc(Nc2cccc(C(F)(F)F)c2)nc2ccccc12
-7	CC(=O)Nc1cc(C(=O)N2CC(C)CC(C)C2)ccc1Sc1ccc(Cl)cc1 (stereo not given)
3	C=CCOC(=O)C1=C(C)Nc2ncnn2C1c1ccccc1Cl (stereo not given)
-15&2	COc1ccc2c(c1)c1ccccc1n2C
-15	CN(C1CCCCC1)S(=O)(=O)c1ccc2[nH]c(=O)cc(C(=O)NC3CCCC3)c2c1
-8	Nc1nnc(SCc2cccnc2)s1
2	O=C(O)COc1ccc(Cl)cc1CCl
-3	COc1ccc(-n2nnnc2SCc2ccc(Cl)cc2)cc1
-1	CCOC(=O)CN1C(=O)C(O)(CC(=O)c2ccccc2)c2ccccc21 (stereo not given)
-1	Cc1cc(C)cc(NC(=O)NCc2nnc(SCc3ccccc3)n2C)c1
3	Cc1c(NS(=O)(=O)c2ccccc2)cc(S(=O)(=O)c2ccc(Cl)cc2)c(O)c1C
-127	CCc1ccc(-n2cnc3cc(C(=O)NCCOC)ccc32)cc1
10	COc1ccc(COC(=O)C2=C(C)NC3=C(C(=O)CCC3)C2c2ccc([N+](=O)[O-])cc2)cc1 (stereo not given)
-4	CCOc1ccc2nc(SCC(=O)Nc3ccc4c(c3)OCO4)[nH]c2c1
-2	CCOC(=O)c1cc2c(=O)n3ccccc3nc2n(CC2CCCO2)c1=NC(=O)c1ccccc1Cl (stereo not given)
-5	COc1ccc2nc(SCCOC(=O)c3cccs3)nc(C)c2c1
-4	Cn1cc(-c2ccc3ccccc3n2)c(=O)c2ccccc21
8	COc1ccc(CNC(=O)C(C)C2Sc3ccccc3N(Cc3cc(C)ccc3C)C2=O)cc1 (stereo not given)
0&-1	O=C(Cn1nc(C(F)(F)F)c2c1CCCC2)NCCN1CCOCC1
-95	CNC(=O)c1cc2c(=O)n3ccccc3nc2n(CCc2ccccc2)c1=N
4	O=C(c1cc2ccccc2oc1=O)N(Cc1ccc2c(c1)OCO2)Cc1ccco1
1	CCc1nc(N)nc2c1C(=O)CC(C)(C)C2
3	Cc1cccc(-n2c(N)c(C#N)c3nc4ccccc4nc32)c1C
-3	N#Cc1ccc(Oc2ccc(C(N)=O)cc2)cc1C#N
